Screening results as filed in PubChem.
proCasp7 act – procaspase-7 activators, primary screen, counter-screen for procaspase-3 activator project, biochemical, absorbance, HTS, human | Caspase-7 (Homo sapiens), P55210 | recombinant procaspase-7, Ac-DEVD-pNA absorbance 405 nm; D23A/D198A/D206A triple mutant, cannot self-cleave; scale: DMSO 0, 5 µM enzyme 100 | activation, % at 8.5 µM | 330,000 compounds, 0.093% hits;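 active means percent activation above the screen-wide mean plus 3 SD, cut at about 25% in these data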
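Assay system – Uncleavable procaspase-7 mutant enzyme · Quantity – 2 µM procaspase-7 mutant as dispensed · Times – 1 h preincubation, 2 h reaction · Dosing – single nominal 8.5 µM compound dose, 0.8% DMSO final · Buffer or medium – Zinc-free 50 mM HEPES buffer, pH 7.4, with NaCl and Triton X-100 · Detection – Epi-absorbance of released pNA at 405 nm, two timepoints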
procasp3 activ – activators of human procaspase-3 D3A mutant, primary screen, biochemical, absorbance, PC-3 D3A mutant, single concentration | Caspase-3 (Homo sapiens), P42574 | recombinant procaspase-3 D3A, Ac-DEVD-pNA absorbance 405 nm | activation, % at 8.5 µM | 330,000 compounds, 0.11% hits | AID 463141, 2010;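 active means activation above the mean of all tested compounds plus 3 SD, cut at about 21% in these data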;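 further: 0% = DMSO alone and 100% = DMSO wells spiked with extra 5 µM PC-3 D3A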
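Assay system: Procaspase-3 D3A mutant, all three cleavage aspartates alanine. Buffer or medium: Zinc-free HEPES saline buffer with Triton X-100. Times: 1 h compound preincubation, 2 h substrate hydrolysis at 25 °C. Measured by: 405 nm absorbance of p-nitroaniline, reads at 0 and 120 min. Read-out basis: percent activation relative to control range. Replicates: singlicate.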
MEP2-GFP yeast – modulators of MEP2-GFP levels in yeast, primary screen, S. cerevisiae, multiplex flow cytometry, MLPCN library; AID 2016, 2009; 330,000 compounds, 0.51% hits; S. cerevisiae MEP2-GFP strain, 3 h; 100% = DMSO control level; GFP response vs DMSO, % at 10 µM;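 active means GFP response versus DMSO above a set limit, roughly screen mean plus 3 SD, cut at about 180% in these data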;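 further: median GFP fluorescence of the barcode-gated MEP2-GFP cells per well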
EBNA-1 inh – EBNA-1 DNA-binding inhibitors, primary screen, biochemical, fluorescence polarization; inhibition, % at 14.8 µM; 300,000 compounds, 0.34% hits; AID 1950, 2009; in the data active means inhibition above about 28%
AHR activator – AHR activators, primary screen, cell-based, luminescence, luciferase reporter, human; 320,000 compounds, 2.5% hits; activation, % at 5 µM; AHR-responsive luciferase reporter cells; Aryl hydrocarbon receptor (Homo sapiens), P35869; in the data active means activation above about 47%;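 further: 0% = vehicle wells and 100% = reference agonist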
ZTA DNA inh – counter-screen for EBNA-1 inhibitors: inhibitors of Epstein-Barr virus ZTA; AID 2234; ZTA-DNA binding, fluorescence polarization; inhibition, % at 11 µM; 320,000 compounds, 0.15% hits; P03206; in the data active means inhibition above about 33%
LAP4 TOR yeast – modulators of LAP4-GFP expression in yeast, primary screen, S. cerevisiae, multiplex flow cytometry, MLPCN library. 3 h; median GFP as percent of DMSO wells. GFP response vs DMSO, % at 10 µM. 320,000 compounds, 0.34% hits;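 active means GFP response vs DMSO above a set limit, about the screen mean plus 3 SD, cut at about 150% in these data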
RPL19A-GFP yeast – RPL19A-GFP expression modulators in yeast, primary screen, cell-based, S. cerevisiae, multiplex flow cytometry, MLPCN. AID 2025, 2009. 330,000 compounds, 0.3% hits. percent response vs DMSO, % at 10 µM. S. cerevisiae RPL19A-GFP strain, 3 h; hits give low values;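 active means percent response vs DMSO below 50%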;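 further: median channel GFP fluorescence of the barcoded RPL19A-GFP strain; ratio of sample median GFP to plate DMSO average so 100% = DMSO; lower means less RPL19A-GFP as with rapamycin TOR inhibition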
Active calls of the source: *; nt = no result given.

SMILES	proCasp7 act	procasp3 activ	MEP2-GFP yeast	EBNA-1 inh	AHR activator	ZTA DNA inh	LAP4 TOR yeast	RPL19A-GFP yeast
CSc1ccccc1NC(=O)CN(C)C(=O)Cc1c(F)cccc1Cl	-5.0	4.5	98.9	0.1	0.9	6.6	107.5	97.5
N/C(=N\OC(=O)Cc1ccccc1)c1ccccc1Cl	-8.3	1.3	99.0	3.8	-0.3	-3.0	96.9	100.9
Cc1cc2oc(=O)cc(CN3CCCCC3C)c2c(C)c1Cl (stereo not given)	0.4	-2.4	98.9	0.1	4.2	-10.7	98.5	100.2
Cc1ccc2cc(CN(CC3CCCO3)C(=O)C(C)C)c(=O)[nH]c2c1 (stereo not given)	3.0	1.3	118.5	-7.7	5.8	-14.6	104.2	102.0
COc1ccc([N+](=O)[O-])cc1NC(=O)c1cn(-c2ccc(Cl)cc2)c(=O)c2ccccc12	2.5	7.8	99.5	1.3	-1.2	-7.6	83.4	105.8
O=C(O)c1nn(-c2ccccc2)c(-c2ccccc2)c1C(=O)c1ccccc1	6.1	-1.3	104.7	3.8	-0.1	2.3	97.2	106.8
COc1ccc(C2=NN(S(C)(=O)=O)C(c3cccs3)C2)cc1OC (stereo not given)	-21.0	-1.8	96.8	4.7	10.8	15.7	104.1	99.3
CCOC(=O)N1CCN(C(=O)c2ccc3c(Cl)c4c(nc3c2)CCCC4)CC1	-4.5	11.4	127.1	7.8	12.5	-0.6	100.2	103.6
Fc1ccccc1OCCCn1ccnc1	4.2	9.8	101.0	16.4	16.2	14.3	98.0	102.8
Cc1ccc(-c2noc(-c3ccccc3C(=O)N3CCCC3)n2)cc1	10.1	-0.4	95.1	2.8	33.4	0.6	107.7	92.8
CC(=O)C1C(c2cccc([N+](=O)[O-])c2)C2C(C)=NN=C2CC1(C)O (stereo not given)	4.5	-1.9	102.3	7.4	9.0	-10.2	96.4	102.8
COc1cc(OC)c(N(C)C(=O)c2cc3c(s2)-c2ccccc2S(=O)(=O)C3)cc1Cl	-5.8	3.7	104.3	-14.1	-0.4	-12.2	103.8	97.7
O=C(Nc1nc(C2C3CC4CC(C3)CC2C4)cs1)c1cc2cc([N+](=O)[O-])ccc2oc1=O (stereo not given)	-2.9	16.6	103.2	10.6	0.8	4.8	95.6	101.7
CC(=O)Nc1ccc(N2CCCCC2)c(C(=O)Nc2cccc(C)c2)c1	11.1	2.7	95.2	1.9	2.0	11.4	92.1	94.6
Nc1c(-c2n[nH]c(=S)n2-c2ccc(Cl)cc2Cl)cnn1-c1ccccc1	-3.1	-2.6	108.5	21.0	4.1	7.2	107.7	102.2
CCOC(=O)N1CCN(Cc2nc3cc(NC(=O)c4cccs4)ccc3n2CC)CC1	-4.9	1.7	111.5	0.1	5.9	3.0	101.5	94.2
COc1cccc(CNC(=O)CCC2CCCN(C(=O)Cc3ccccc3F)C2)c1 (stereo not given)	3.5	5.6	103.7	-1.4	2.8	13.7	108.7	96.7
CN1CCc2c(n(CC(O)CNCc3ccccc3)c3ccccc23)C1=O (stereo not given)	-2.2	0.0	101.0	3.3	-0.9	12.5	100.7	97.0
COc1ccc(CN2CCN(CCCc3ccccc3)C(CCO)C2)c(OC)c1 (stereo not given)	-1.0	0.3	104.3	2.7	1.3	9.2	88.5	103.3
O=C(CCN1C(=O)/C(=C\c2ccccc2Cl)SC1=S)N1CCN(c2ccccc2)CC1	7.6	7.1	101.0	-0.1	0.0	1.9	103.4	104.7
CCC(C(=O)Nc1nc(C)cs1)c1ccccc1 (stereo not given)	4.6	3.5	98.5	1.7	3.8	0.8	88.8	99.7
COCCn1c(SCC(=O)Nc2ccc(F)cc2)nc2c([nH]c3ccccc32)c1=O	-0.4	-1.7	106.2	7.8	13.7	14.3	109.5	102.4
Cc1nc2sc3c(c2c(=O)n1NC(=O)CCBr)CCCC3	12.6	-6.2	97.3	-9.1	-0.2	-9.3	112.1	96.5
[N-]=C=C1C(=O)NC(=O)C([n+]2ccc(-c3ccncc3)cc2)C1c1ccccc1C(F)(F)F (stereo not given)	-3.0	-3.5	96.5	-5.9	1.1	-0.5	98.3	91.3
CCOc1ccc(C2C(C(=O)c3ccco3)=C(O)C(=O)N2CCN2CCOCC2)cc1 (stereo not given)	-42.1	-11.9	89.8	4.7	1.1	-5.0	81.3	85.3

Other compounds
SMILES	proCasp7 act	procasp3 activ	MEP2-GFP yeast	EBNA-1 inh	AHR activator	ZTA DNA inh	LAP4 TOR yeast	RPL19A-GFP yeast
O=C(O)CCCNC(=O)CCn1nnc2ccccc2c1=O	1.7	3.2	101.0	0.3	-1.1	1.5	103.6	98.8
COc1ccc(C(=O)N/N=C/C(C)c2ccccc2)cc1OC (stereo not given)	3.1	5.5	100.6	3.7	4.0	3.0	97.7	99.2
COc1ccc(C(C(N)=O)c2ncc(C(F)(F)F)cc2Cl)cc1OC (stereo not given)	-3.6	-1.1	107.3	0.4	0.3	-27.4	103.6	101.7
CC1CCCN(C(=O)CSc2nnc3ccccn23)C1 (stereo not given)	3.5	-0.8	97.7	nt	1.4	-4.3	95.7	97.9
COc1ccccc1N1CCN(/N=C/c2cccc(Cl)c2)CC1	-9.7	-5.6	100.4	-8.7	-2.9	4.7	98.5	102.4
C(=N\N(c1ccccc1)c1ccccc1)/c1ccc(N2CCOCC2)s1	-20.3	-10.3	86.5	-4.9	4.4	1.1	75.5	96.5
Cc1cccc(N2CCN(Cc3nc(-c4ccccc4Cl)oc3C)CC2)n1	-1.5	7.2	105.5	-0.3	2.7	3.5	85.7	107.7
Cc1cc(-n2nc(C)cc2C)nc(NS(=O)(=O)c2ccccc2Cl)n1	-0.3	-2.8	104.8	1.2	2.5	0.5	100.2	105.0
COc1ccccc1N1CCN(Cc2cc(=O)c(OCC(=O)NC(C)C)co2)CC1	-1.7	0.6	93.2	-7.2	-1.3	-14.0	96.9	96.7
O=C(NCC1CC1)c1onc(CSc2ccc(F)c(F)c2)c1C(=O)NCC1CC1	-1.9	2.0	101.2	10.7	-1.6	-11.6	98.4	98.9
O=C(CCCOc1ccccc1)Nc1ccc(Cl)cn1	4.0	3.3	87.9	5.9	0.7	-5.2	105.6	102.7
CCn1c(O)c(N=NC2=NC(=O)CS2)c2ccccc21	-4.3	2.7	86.6	-12.3	25.9	-1.4	82.5	90.2
CCN1C(=O)C(C(=O)Nc2ccc(OC)cc2)C2CC1(C)Oc1ccccc12 (stereo not given)	1.1	0.2	114.4	-17.8	1.8	-6.3	109.4	105.8
Cc1nc2ccccc2n1C(C)c1ccccc1 (stereo not given)	5.1	-0.9	103.5	-9.6	1.4	7.0	85.1	99.8
Cc1ccccc1Nc1nc(-c2ccccc2)c(C(=O)Nc2cccnc2)s1	-6.6	-13.1	94.2	0.8	80.7*	5.5	94.3	94.5
O=C(c1cccc([N+](=O)[O-])c1)N(c1ccccn1)c1ccccn1	7.7	2.4	102.6	-1.1	15.3	-2.3	86.0	97.6
CCCn1c(SCC(=O)Nc2ccc(S(=O)(=O)N(C)C)cc2)n[nH]c1=O	-2.6	1.7	101.5	5.0	0.8	-2.9	98.6	94.4
COc1cc(/C=N/NS(=O)(=O)c2ccc3ccccc3c2)ccc1OCc1ccc(C(=O)O)cc1	-0.9	-4.9	105.8	1.4	-5.0	3.0	111.4	106.1
Cn1cc([N+](=O)[O-])c(C(=O)Nc2cnn(Cc3ccc(F)cc3)c2)n1	-2.3	4.0	99.8	1.0	2.1	-7.8	92.2	98.9
O=C1CC(C(=O)Nc2ccccc2)N=C(N2CCOCC2)N1 (stereo not given)	11.8	6.2	104.1	-2.3	0.5	-20.3	99.2	100.9
O=C(NC1C=CS(=O)(=O)C1)c1ccccc1 (stereo not given)	-4.9	7.7	100.4	-1.1	-1.6	1.8	92.5	96.5
O=C(c1cccs1)N1CCN(S(=O)(=O)N2CCCCC2)CC1	7.2	11.3	83.8	-11.1	2.6	-5.5	82.4	86.6
CC(C)NC(=O)/C=C/C(=O)O	0.8	-5.2	103.6	2.2	2.2	-7.0	113.3	103.3
COc1ccc(OC)c(CCNC(=O)CCn2nc(C)c3c(C)n(-c4ccccc4)nc3c2=O)c1	-3.4	2.7	106.5	-3.2	2.3	20.2	107.7	102.5
Cc1nc2sc(C(c3cccs3)N3CCC(C(N)=O)CC3)c(O)n2n1 (stereo not given)	-6.6	2.4	101.7	-8.8	2.0	0.9	101.3	98.2

Full records from above. Order of values: proCasp7 act, procasp3 activ, MEP2-GFP yeast, EBNA-1 inh, AHR activator, ZTA DNA inh, LAP4 TOR yeast, RPL19A-GFP yeast
`O=C(NCC1CC1)c1onc(CSc2ccc(F)c(F)c2)c1C(=O)NCC1CC1` is entered as -1.9, 2.0, 101.2, 10.7, -1.6, -11.6, 98.4, 98.9
`O=C(CCCOc1ccccc1)Nc1ccc(Cl)cn1` is entered as 4.0, 3.3, 87.9, 5.9, 0.7, -5.2, 105.6, 102.7
`COc1ccccc1N1CCN(/N=C/c2cccc(Cl)c2)CC1` is entered as -9.7, -5.6, 100.4, -8.7, -2.9, 4.7, 98.5, 102.4
`Cn1cc([N+](=O)[O-])c(C(=O)Nc2cnn(Cc3ccc(F)cc3)c2)n1` is entered as -2.3, 4.0, 99.8, 1.0, 2.1, -7.8, 92.2, 98.9

Continuation:
SMILES	proCasp7 act	procasp3 activ	MEP2-GFP yeast	EBNA-1 inh	AHR activator	ZTA DNA inh	LAP4 TOR yeast	RPL19A-GFP yeast
COc1ccc(-c2nc(NC(=O)C3=NN(c4cccc(C)c4)C(=O)CC3)sc2C)cc1	-4.7	3.7	93.8	-2.6	18.0	-6.3	93.7	95.2
Cn1nnnc1SCC(=O)NCc1ccco1	4.9	4.9	107.0	9.1	1.0	11.2	97.8	103.2
C#CCn1c(=NC(=O)c2ccc(Cl)s2)sc2cccc(OC)c21	-4.4	0.8	96.7	3.0	9.0	8.8	109.6	101.3
Cc1noc(C)c1COC(=O)c1ccc(-c2nc3ccccc3s2)s1	1.4	1.1	101.5	7.0	8.8	-23.6	90.0	91.2
COC(=O)c1cc(C)nc2c1c(C)nn2-c1ccccc1	-5.8	5.7	97.8	nt	3.7	-0.8	101.1	93.9
Cc1cc(C)nc(NC(=O)CCCC(=O)O)c1	3.2	2.9	106.5	5.5	-2.8	-5.9	101.8	102.5
Cc1nc(NCCc2ccccc2)c2oc3ccccc3c2n1	-2.8	-8.0	108.8	9.5	63.7*	-1.6	91.1	99.6
COc1ccc(S(=O)(=O)N2CCCCC2C(=O)O)cc1 (stereo not given)	2.2	-3.5	97.9	4.2	-1.2	13.0	77.0	114.1
COc1ccc(-c2oc3ccc(N4CCOCC4)cc3c2C#CCO)cc1	-3.6	6.2	96.1	-0.2	40.9	-1.1	114.1	99.2
Cc1nn(CCC#N)c(NC(=O)c2ccc(Cl)cc2Cl)c1P(=O)(Nc1ccc([N+](=O)[O-])cc1)N1CCOCC1 (stereo not given)	-8.6	-1.9	110.0	1.2	-2.3	0.5	109.2	92.4

2 records drawn at random from the list so far, as already listed:
SMILES	proCasp7 act	procasp3 activ	MEP2-GFP yeast	EBNA-1 inh	AHR activator	ZTA DNA inh	LAP4 TOR yeast	RPL19A-GFP yeast
Cc1nn(CCC#N)c(NC(=O)c2ccc(Cl)cc2Cl)c1P(=O)(Nc1ccc([N+](=O)[O-])cc1)N1CCOCC1 (stereo not given)	-8.6	-1.9	110.0	1.2	-2.3	0.5	109.2	92.4
COc1ccc(-c2nc(NC(=O)C3=NN(c4cccc(C)c4)C(=O)CC3)sc2C)cc1	-4.7	3.7	93.8	-2.6	18.0	-6.3	93.7	95.2
